NR5A2 inv ag: LRH-1 (NR5A2) inverse agonists, primary screen, cell-based, luminescence, HEK293T, StAR-luciferase reporter; inhibition, % at 3.6 µM; LRH-1 transfected, 24 h; Nuclear receptor subfamily 5 group A member 2 (Homo sapiens), O00482; hit rate 0.13% among 360,000;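 active = inhibition above the mean inhibition of all tested compounds plus 3 SD, cut at about 73% in these data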;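 also: 0% = DMSO wells and 100% = reporter-only cells lacking LRH-1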
MC4R barr agon: MC4R agonists recruiting beta-arrestin, primary screen, cell-based, luminescence, agonist arm of biased-ligand search; hit rate 0.98% among 360,000; U2OS MC4R beta-arrestin complementation; percent of melanotan II response, DMSO zero; activation, % at 8.9 µM; Melanocortin receptor 4 (Homo sapiens), P32245;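 active = activation above a per-plate cutoff, the mean activation of sample wells on that plate plus 3 SD, cut at about 8% in these data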
NOD2 RIPK2 PPI: NOD2-RIPK2 binding disruptors in cells, primary screen, fluorescence, CHO cells, BLA complementation. Receptor-interacting serine/threonine-protein kinase 2 (Homo sapiens), O43353. CCF4 ratio. inhibition, % at 4.98 µM. hit rate 0.38% among 360,000; in the data active = inhibition above about 21%;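 also: 0% = vehicle only and 100% = reference blocker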
Target sequence (O43353 whole entry, looked up): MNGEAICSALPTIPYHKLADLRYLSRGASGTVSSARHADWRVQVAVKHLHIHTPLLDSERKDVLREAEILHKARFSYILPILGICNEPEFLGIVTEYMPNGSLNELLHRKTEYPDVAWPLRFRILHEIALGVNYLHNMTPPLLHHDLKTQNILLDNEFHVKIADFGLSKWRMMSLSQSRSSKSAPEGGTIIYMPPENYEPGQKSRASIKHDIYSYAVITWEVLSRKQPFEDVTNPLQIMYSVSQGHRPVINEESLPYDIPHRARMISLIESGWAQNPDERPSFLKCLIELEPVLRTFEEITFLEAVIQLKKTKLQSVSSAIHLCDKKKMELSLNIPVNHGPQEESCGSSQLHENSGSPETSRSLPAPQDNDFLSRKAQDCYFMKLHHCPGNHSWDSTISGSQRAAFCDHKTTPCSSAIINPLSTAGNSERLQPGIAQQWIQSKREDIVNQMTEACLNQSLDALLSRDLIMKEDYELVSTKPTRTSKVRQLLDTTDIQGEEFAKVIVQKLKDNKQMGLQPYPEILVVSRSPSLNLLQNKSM
ABHD5-PLIN5 inh: ABHD5-PLIN5 interaction inhibitors, primary screen, cell lysate, split luciferase complementation, luminescence | Perilipin-5 (Homo sapiens) + 1-acylglycerol-3-phosphate O-acyltransferase ABHD5 (Homo … | Split G. princeps luciferase complementation, 4 h | inhibition, % at 4 µM | hit rate 0.78% among 360,000 | AID 602281, 2012;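 active = inhibition above the mean inhibition across every tested compound plus 3 SD, cut at about 22% in these data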;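 also: 0% = DMSO only wells and the 100% control is not disclosed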
NR2F2 inh: NR2F2 transcriptional activity inhibitors, primary screen, cell-based, luciferase reporter, HEK293T, luminescence. hit rate 0.7% among 370,000. AID 686940, 2013. HEK293T NGFI-A luciferase reporter. inhibition, % at 8.6 µM;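 active = inhibition above a per-plate cutoff, mean inhibition of test wells between control levels plus 3 SD, cut at about 38% in these data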;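 also: cells cotransfected with COUP-TFII expression vector driving the NGFI-A reporter; 0% = median of COUP-TF2 test wells and 100% = reporter-only cells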
Target sequence (P24468 whole entry, looked up): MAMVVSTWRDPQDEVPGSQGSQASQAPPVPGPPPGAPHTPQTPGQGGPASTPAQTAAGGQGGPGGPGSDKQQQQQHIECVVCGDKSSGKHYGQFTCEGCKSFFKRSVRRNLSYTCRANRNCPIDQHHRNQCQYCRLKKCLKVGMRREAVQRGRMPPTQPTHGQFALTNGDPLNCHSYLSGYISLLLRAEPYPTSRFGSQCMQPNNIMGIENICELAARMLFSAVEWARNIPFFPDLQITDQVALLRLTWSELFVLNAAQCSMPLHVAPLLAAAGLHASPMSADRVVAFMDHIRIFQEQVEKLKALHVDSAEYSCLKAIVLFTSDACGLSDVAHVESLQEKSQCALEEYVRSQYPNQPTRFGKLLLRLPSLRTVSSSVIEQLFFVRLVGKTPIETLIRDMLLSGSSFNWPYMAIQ
EBV LMP1 NFkB: EBV LMP1-driven NF-kappaB luciferase reporter inhibitors, primary screen, cell-based, luminescence, single point; LMP1-induced NF-kappaB luciferase reporter cells; inhibition, % at 12.5 µM; hit rate 0.69% among 350,000; in the data active = inhibition above about 41%;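 also: 0% = neutral control wells and 100% = reference inhibitor control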
SRC1 inh: SRC1 coactivator transcriptional activity inhibitors, primary screen, cell-based, luminescence; inhibition, % at 3.6 µM; hit rate 0.12% among 360,000; HEK293 GAL4-SRC1 luciferase reporter; Nuclear receptor coactivator 1 (Homo sapiens), Q15788; AID 588354, 2011;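 active = inhibition above the campaign mean plus 3 SD, with each screening campaign given its own cutoff, cut at about 60% in these data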;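 also: 0% = DMSO treated cells and 100% = gossypol at 36 µM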
TLR9-MyD88 inh: inhibitors of TLR9-MyD88 association in cells, primary screen, cell-based, CHO, BLA complementation, fluorescence | Toll-like receptor 9 (Homo sapiens) + Myeloid differentiation primary response protein … | CCF4 FRET ratio | inhibition, % at 4.98 µM | hit rate 0.21% among 340,000 | AID 504734, 2011;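 active = inhibition above the mean over all tested compounds plus 3 SD, cut at about 21% in these data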;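 also: 0% = DMSO only wells and 100% = clavulanate BLA inhibitor control wells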
MC4R antag cAMP: MC4R antagonists of cAMP signaling, primary screen, cell-based, TR-FRET, antagonist arm of biased-ligand search. Melanocortin receptor 4 (Homo sapiens), P32245. MC4R-expressing cells, MTII-stimulated cAMP, LANCE TR-FRET. inhibition, % at 6.5 µM. hit rate 0.48% among 360,000;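 active = inhibition above its plate's cutoff, the mean of tested wells on that plate plus 3 SD, cut at about 29% in these data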;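 also: 0% = Melanotan II alone and 100% = Melanotan II plus saturating MCL0020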
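Test system: U2OS cells stably expressing human melanocortin 4 receptor (MC4R); also added: Melanotan II challenge; compound: 6.5 µM single dose; timing: 30-min compound preincubation, 1-h Melanotan II challenge, 1-h detection, room temperature; signal: Eu-cAMP/anti-cAMP TR-FRET, emission 671 nm; repeats: one well per compound, no replicates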
SRC3 inh: SRC3 coactivator transcriptional activity inhibitors, primary screen, cell-based, luminescence | Nuclear receptor coactivator 3 (Homo sapiens), Q9Y6Q9 | HEK293 GAL4-SRC3 luciferase reporter | inhibition, % at 3.6 µM | hit rate 0.17% among 360,000 | AID 588352, 2011;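 active = inhibition above a per-campaign cutoff, the mean of all compounds plus 3 SD, cut at about 60% in these data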;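 also: 0% = DMSO-treated cells and 100% = gossypol-treated cells at 36 µM; higher means less SRC3-driven luciferase light from the GAL4 reporter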
NCOA2 inhibitor: inhibition of GAL4-SRC2 driven luciferase reporter, primary screen, SRC2 inhibitor project, cell-based, luminescence | Nuclear receptor coactivator 2 (Homo sapiens), Q15596 | HEK293 GAL4-SRC2 luciferase reporter | inhibition, % at 9 µM | hit rate 0.17% among 370,000;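 active = inhibition above the mean inhibition of all tested compounds plus 3 SD, set per campaign, cut at about 52% in these data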;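 also: 0% = DMSO treated cells and 100% = cells given Gossypol at 36 µM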
Starred values were filed as active, the others as inactive; / = not tested or not shown; & = joins results of further samples. Not all compounds are listed. The share of hits here may be higher or lower than overall.

SMILES	NR5A2 inv ag	MC4R barr agon	NOD2 RIPK2 PPI	ABHD5-PLIN5 inh	NR2F2 inh	EBV LMP1 NFkB	SRC1 inh	TLR9-MyD88 inh	MC4R antag cAMP	SRC3 inh	NCOA2 inhibitor
COC(=O)c1cc(N2CCNCC2)nc2ccccc12	4	0.2	-7	4	18	-5	13	-4	0	18	-8
CSc1cccc(NC(=O)/C=C/c2ccccc2)c1	-62	2.7	4	-9	-39	-13	-83	5	1	-54	-56
CCOc1nc2cnccc2n(CC(=O)Nc2c(F)c(F)cc(F)c2F)c1=O	6	-2.2	-8	-2	5	-5	21	-6	5	-11	-7
Cc1ccc(NC(c2ccccc2)c2nc3ccccc3[nH]c2=O)cc1 (stereo not given)	-1	7.7	5	1	2	-12	12	-10	-11	8	-1
CCN1CCCC1CNC(=O)C1CCCN(S(=O)(=O)c2cccc3nsnc23)C1 (stereo not given)	-5	-1.4	-2	-1	12	-8	9	4	-1	7	14
CCOC(=O)N1CCN(C2=CC(=O)OC23CCCCC3)CC1	40	0.5	-1	-6	-7	-2	3	-11	7	-24	-23
CCC1CCCCN1CCCNC(=O)Cn1c(=O)c2cccn2c2ccccc21 (stereo not given)	0	-1.3	5	-4	4	0	11	7	0	-36	10
CCOC(=O)c1c(NC(=O)C[n+]2ccc(N(C)C)cc2)sc(C)c1C	4	-1.4	-8	5	9	2	-14	0	30*	4	6
O=C(COc1ccccc1[N+](=O)[O-])OCC(=O)N1CCC(Cc2ccccc2)CC1	17	0.7	-6	-1	-9	3	-9	-4	-4	-16	9
COC(=O)C1=C(C)NC(C)=C(C(=O)OC)C1C(=O)OCCN1C(=O)c2ccccc2C1=O	5&10	-2.2&-0.7	-10&-14	2&-1	5&-8	2&0	5&6	-8&0	5&0	-19&4	-8&-40
Cc1noc(C)c1NC(=O)N(C)C[C@H]1OCCCC[C@@H](C)Oc2ccc(NC(=O)Nc3ccc(F)cc3)cc2C(=O)N([C@@H](C)CO)C[C@H]1C	-14	0.0	-2	4	-6	-2	-3	-6	3	9	6
Cc1c(NC(=O)CC(C)C)c(=O)n(-c2ccccc2)n1C	21	-2.0	-7	-2	-3	3	2	-10	14	10	-4
CCc1ccc(N2CC(C(=O)OCC(=O)NC3CC3)CC2=O)cc1 (stereo not given)	-3	-0.5	-3	3	-1	5	0	-11	9	12	7
Cc1cc(C)cc(N(CC(=O)N2CCOCC2)S(=O)(=O)c2ccccc2)c1	-16	-2.4	3	-2	-22	7	-40	-4	6	11	-16
CC(C)OC(=O)CSc1nc(Cc2cccs2)nc2ccccc12	6	-1.0	-10	-2	-11	0	-5	5	3	10	-4
COc1ccc(C(=O)NC2CCN(CC(=O)N3CCCCC3)CC2)cc1	-16	-2.9	4	3	13	1	-15	-2	3	-18	-24
COc1ccc(OCC(=O)N/N=C(\C)CC(=O)Nc2cccc([N+](=O)[O-])c2)cc1	3	-1.6	2	3	10	0	-11	-2	3	6	28
COc1ccc(NC(=O)CN(C)S(=O)(=O)c2ccc3c(c2)CC(C)N3C(C)=O)cc1OC (stereo not given)	10	-1.4	3	4	-2	0	1	1	7	7	1
NS(=O)(=O)c1ccc(NC(=O)COC(=O)c2cnccn2)cc1	2	-3.1	7	1	8	-3	8	-1	-10	12	-2
O=C(Nc1cccc(C(F)(F)F)c1)C1CCCN1S(=O)(=O)c1cccc2cccnc12 (stereo not given)	7	-2.2	-3	-2	13	17	-16	5	-4	9	5
CC(=O)c1ccc2cccc3c2c1N=CN3C	37	-1.7	-4	-12	1	-2	14	-4	-4	-14	-33
CCCCOc1ccc(C(=O)N/C(=C\c2ccc([N+](=O)[O-])cc2)C(=O)OCc2ccco2)cc1	-23	0.2	-8	-4	-8	10	3	0	3	10	8
CC(C)c1ccc(S(=O)(=O)N2CCN(C(=O)CN3C(=O)c4ccccc4C3=O)CC2)cc1	0	0.5	-4	5	-5	3	17	1	3	7	-12
Cc1cccc(OCC(=O)N2CCN(C(=O)c3ccco3)CC2)c1	3	-1.4	1	-3	-4	13	5	12	-1	-16	-6
CCOC(=O)c1c(C)[nH]c(C(=O)OCC(=O)N2c3ccccc3CC2C)c1C (stereo not given)	-21	-1.1	-5	-1	-15	-7	-17	-1	-4	11	15
CCOc1ccccc1NC(=S)N(CCCN1CCOCC1)Cc1cn(C)c2ccccc12	10	1.5	-43	12	24	6	7	3	-4	9	21
COc1ccccc1N/N=C/c1c(CO)cnc(C)c1O	2	-0.1	-13	5	17	5	-4	-5	5	11	-21
c1ccc2c(c1)nc(N1CCCCCC1)c1ccccc12	7	-0.5	3	-6	2	-5	-1	-1	3	13	-41
Cc1ccc(S(=O)(=O)Oc2ccc(/C=N/NC(=O)c3ccncc3)cc2)cc1	9	-4.9	5	1	6	-6	-8	-8	1	-21	9
Cc1[nH]c(C)c(S(=O)(=O)Nc2ccccc2Cl)c1C(=O)N1CCCC1	9	0.2	-5	-1	-6	-3	8	-5	1	6	-10
CCN(CC)CCCNc1oc(-c2ccc(OC)c(OC)c2)nc1C#N	1	-0.7	9	-2	2	-1	10	11	-1	12	-1
CCOc1ccccc1N1CC(C(=O)Nc2cc(Cl)ccc2-n2cncn2)CC1=O (stereo not given)	13	0.1	-9	0	-4	-3	1	-4	3	13	13
Cc1c(C)c2ccc(OCC(=O)NCc3ccccn3)cc2oc1=O	39	-3.1	-8	-8	0	-11	-21	4	17	-8	-24
CCOC(=O)C1C(c2ccc(Cl)cc2)NC(=S)NC1(O)C(F)(F)F (stereo not given)	-6	-2.5	-9	-4	6	-3	-8	-9	3	14	-3
OCCC1CN(Cc2cccn2-c2nccs2)CCN1C1CCCCC1 (stereo not given)	2	-0.6	-7	1	15	6	-26	1	-2	0	-21
COc1ccc(S(=O)(=O)N2CCN(C(=O)CCCN3C(=O)NC4(CCCC4)C3=O)CC2)cc1	7	1.1	14	9	-11	-5	2	-2	16	3	-7
Cc1cccc(OCCNc2cc(N3CCN(CCO)CC3)ccc2[N+](=O)[O-])c1	-2	-2.7	1	27*	-16	11	2	-11	-8	3	28
O=C(CN1CCCN(Cc2ccc(F)cc2Cl)C1=O)NC1CCCCCCC1	-8	0.8	3	4	13	2	-1	0	6	1	1
Cc1cc(CN(C)C(=O)CC2C(=O)NCCN2Cc2ccc(-c3ccccc3)cc2)on1 (stereo not given)	1	0.5	-11	1	0	-6	2	-8	12	9	-27
CC(=O)c1c(C)cc(C)c(CSc2nc(C)cc(=O)[nH]2)c1C	-19	1.2	-7	-2	23	21	-14	-7	12	-14	-30
COc1ccccc1C1/C(=C(/O)c2cnn(-c3ccccc3)c2C)C(=O)C(=O)N1CCN(C)C (stereo not given)	-14	2.9	-2	-2	10	-2	7	-6	28	7	-21
Nc1ccccc1Oc1ncc(C(F)(F)F)cc1Cl	-19	5.4	6	-13	11	2	4	-4	12	11	0
CC(=O)NCCc1nc2cc(NC(=O)c3ccccc3)ccc2n1C	-91	0.3	1	-7	-28	-6	-57	0	5	-27	-28
COc1ccc(C2OC[C@H]3O[C@H](O)[C@H](NC(C)=O)[C@@H](O)[C@@H]3O2)cc1 (stereo not given in full)	-4	-1.2	3	1	12	-2	-9	-8	7	8	-5
CN(Cc1nc(-c2cccnc2)no1)S(=O)(=O)c1ccc(Br)cc1	-18	0.1	4	2	12	7	2	-1	3	-8	12
CCOC(=O)Cc1csc(N)n1	7	-1.9	-6	0	-7	4	1	-2	7	27	7
CC(C)C(NC(=O)OCc1ccccc1)C(=O)NC(Cc1c[nH]c2ccccc12)C(=O)O (stereo not given)	-1	/	-6	-12	-6	/	8	/	/	-17	-18
CC12CC3(C)CC(C)(C1)CC(C(=O)NCC(=O)O)(C2)C3	8	-2.7	2	5	7	3	0	-5	-4	10	4
Cc1nc(N2CCOCC2)sc1C=O	-7	-2.0	2	-3	11	6	12	3	-8	-3	10
CN(CCC(=O)c1ccccc1)CCC(=O)c1ccccc1	-10	0.8	-1	-21	-3	2	-6	3	4	-2	4
O=C(NCC1CCCO1)c1cccc(Br)c1 (stereo not given)	-10	-0.3	-6	-2	-7	-14	-2	0	1	-1	-11
COc1ccc(-n2c(Cc3cccn3C)nnc2SCC(=O)NCC2CCCO2)cc1 (stereo not given)	-19	0.3	3	3	12	6	-1	0	23	10	-17
O=C(CN(Cc1ccccc1)C(=O)CCC(=O)Nc1ccccn1)NCCc1ccccc1	-9	-3.0	0	0	8	7	-15	-9	7	2	-14
C=C(C)c1cccc(C(C)(C)NC(=O)NCC2COCCO2)c1 (stereo not given)	4	0.2	-12	4	-17	-8	-19	2	6	8	3
Cc1ccc(NC(=O)NCc2cccnc2)cc1Cl	-39	-1.0	1	-8	-12	-9	-13	-18	5	-35	-38
CC(=O)N1c2ccc(S(=O)(=O)NCC3CCC(C(=O)N(C)Cc4ccccc4)CC3)cc2CC1C (stereo not given)	3	-2.5	1	-1	2	1	-3	12	6	16	4
COc1cccc2cc(C(=O)NCCN3CCOCC3)c(=O)oc12	13	-1.1	2	0	-8	3	3	4	-1	0	-4

Screens deposited in PubChem by several laboratories.
